Assay outcomes from PubChem BioAssay.
OX1R antagonist: blocks the human orexin 1 receptor; actives 0.43% (n = 330,000); inhibition, % at 5 µM; CHO/OX1R cells, Fluo-8 calcium fluorescence, orexin A; O43613;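 active = inhibition above its plate's threshold, mean inhibition of all tested compounds on the plate plus 3 SD, cut at about 37% in these data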;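 also: 0% = orexin A challenge wells and 100% = SB-334867-A antagonist wells; not every result past the cut was called active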
Target sequence (O43613 whole entry, looked up): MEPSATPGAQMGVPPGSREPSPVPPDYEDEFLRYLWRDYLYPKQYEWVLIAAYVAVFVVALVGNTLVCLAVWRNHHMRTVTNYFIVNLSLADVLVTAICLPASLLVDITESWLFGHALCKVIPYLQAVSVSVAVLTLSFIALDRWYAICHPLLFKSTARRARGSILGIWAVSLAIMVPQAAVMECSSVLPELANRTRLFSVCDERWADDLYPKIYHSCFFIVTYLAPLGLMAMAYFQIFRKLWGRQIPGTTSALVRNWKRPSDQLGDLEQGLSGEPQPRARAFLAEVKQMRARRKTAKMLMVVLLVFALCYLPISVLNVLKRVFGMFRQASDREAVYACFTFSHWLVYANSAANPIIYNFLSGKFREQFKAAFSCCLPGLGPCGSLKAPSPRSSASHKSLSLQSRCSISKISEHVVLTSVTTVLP
CHT PAM: allosteric activators of human choline transporter CHT | actives 0.49% (n = 310,000) | B-score at 10 µM | CHT-expressing cells, membrane potential dye, choline EC20; stronger effect = higher value; LV-AA mutant CHT in HEK293 cells;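 active = initial fluorescence not abnormally high and integrated response B-score, plate-corrected, over 3 SD above library mean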
Target sequence (Q9GZV3 whole entry, looked up): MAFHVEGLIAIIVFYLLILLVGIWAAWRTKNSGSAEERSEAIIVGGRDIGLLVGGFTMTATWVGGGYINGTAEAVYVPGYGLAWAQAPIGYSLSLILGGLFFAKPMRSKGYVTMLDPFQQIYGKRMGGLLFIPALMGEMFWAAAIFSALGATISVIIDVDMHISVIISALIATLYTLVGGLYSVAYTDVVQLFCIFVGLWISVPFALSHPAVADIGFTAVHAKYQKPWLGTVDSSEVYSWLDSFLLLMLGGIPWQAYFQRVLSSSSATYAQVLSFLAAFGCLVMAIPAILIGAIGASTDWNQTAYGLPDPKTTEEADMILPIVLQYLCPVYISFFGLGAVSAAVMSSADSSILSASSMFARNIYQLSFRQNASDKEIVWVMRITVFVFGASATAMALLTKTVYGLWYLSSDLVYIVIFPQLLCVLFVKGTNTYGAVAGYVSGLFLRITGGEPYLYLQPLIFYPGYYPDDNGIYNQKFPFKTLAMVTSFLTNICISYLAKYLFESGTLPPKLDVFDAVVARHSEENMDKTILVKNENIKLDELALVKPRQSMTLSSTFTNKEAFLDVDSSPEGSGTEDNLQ
* hit, by the source's call; i = inactive; / = not tested or not shown; & = joins results of further samples.

Below each SMILES – OX1R antagonist | CHT PAM
Cc1ccc(NC(=O)CCCN2C(=O)/C(=C/C=C/c3ccccc3)SC2=S)cc1
→ 1.3 | i
CCOCc1[nH]c(=S)[nH]c(=O)c1Cc1ccc(OCC)cc1
→ 9.7 | i
O=C(NC(NC(=S)Nc1cccc(Cl)c1)C(Cl)(Cl)Cl)OCc1ccccc1 (stereo not given)
→ -5.1 | i
O=C(CCCn1c(=S)[nH]c2cc3c(cc2c1=O)OCO3)NC1CC1
→ 4.0 | i
CCC(=O)Nc1cc(-c2nnc(OC)c3ccccc23)ccc1N1CCOCC1
→ -32.0 | i
C/C(=C/CCC(C)(O)C1CC[C@@]2(C)[C@@H]3CC=C4[C@@H](CC[C@H](O[C@H]5O[C@@H](CO)[C@H](O)[C@@H](O)[C@@H]5O)C4(C)C)[C@]3(C)C(=O)C[C@]12C)CO[C@@H]1O[C@H](CO)[C@@H](O)[C@H](O)[C@H]1O (stereo not given in full)
→ -3.1 | /
Cc1ccc(-n2nnnc2SCC(=O)c2cc(C)n(CC3CCCO3)c2C)cc1 (stereo not given)
→ -15.7 | i
Cc1ccc(S(=O)(=O)N2CCCC2C(=O)OCc2ccco2)cc1 (stereo not given)
→ -9.3 | i
COC(=O)c1ccc(CN2CCC(CO)(Cc3ccccc3Cl)CC2)cc1
→ -34.1 | i
CCc1nc(C)ccc1OCC(=O)N1CCc2c([nH]c3ccccc23)C1c1ccccn1 (stereo not given)
→ -36.6 | i

(cont.)
Below each SMILES – OX1R antagonist | CHT PAM
CC(NCC(O)COc1ccc(Br)cc1)c1ccccc1 (stereo not given)
→ 4.6 | i
Cc1cc(C)n(CC(=O)N2N=C(C(F)F)CC2(O)C(F)F)n1 (stereo not given)
→ 2.1 | i
COCCn1c(=NC(=O)CCS(=O)(=O)c2ccccc2)sc2cc(C)ccc21
→ -5.6 | i
C=CCOc1ccc(/C=C2/C(=O)ON=C2C)cc1OCC
→ -7.5 | i
Cc1cccn2c(=O)c3cc(C(=O)N4COCC4(C)C)n(Cc4ccccc4)c3nc12
→ -23.2 | i
CN(Cc1ccccc1)C(=O)CCn1c(=O)oc2ccccc21
→ -8.8 | i
Cc1nonc1NC(=O)c1ccc(Cl)c(S(=O)(=O)N2CCCCC2)c1
→ -24.8 | i
CN(C)S(=O)(=O)c1ccc(Cl)c(-c2nnc3n2CCCCC3)c1
→ -23.2 | i
Cc1cc(NC(=O)CC(CN(C)S(=O)(=O)c2ccccc2)c2ccccc2)no1 (stereo not given)
→ -24.3 | i
COc1ccc(N2C(=O)CSC(c3ccccc3)C2=O)cc1 (stereo not given)
→ -16.6 | i

Further results.
Below each SMILES – OX1R antagonist | CHT PAM
Cc1ccc(OCc2cc(C(=O)NCC(C)(C)N3CCOCC3)no2)cc1C
→ -20.1 | i
CC1CC(C)CN(C(=O)c2cccc(NC(=O)CC3SC(N4CCCCC4)=NC3=O)c2)C1 (stereo not given)
→ -33.0 | /
CCCCn1c(N)c(N(CCOC)C(=O)C2CCN(S(=O)(=O)c3ccc(C)cc3C)CC2)c(=O)[nH]c1=O
→ -17.7 | i
CSC(SC)=C(C#N)C(=O)c1ccccc1
→ -13.5 | i
Cc1noc(C)c1C(=O)N1CCCC1
→ -2.8 | i
Cc1ccc(S(=O)(=O)NCC2CCC(C(=O)NC3CCCCC3)CC2)cc1 (stereo not given)
→ -22.6 | i
COc1ccc(CCC(=O)NCCS(=O)(=O)N2CCN(c3ccc(F)cc3)CC2)cc1
→ -23.2 | i
CCOc1cc(/C=C/C(=O)O)ccc1OCCO
→ -7.2 | i
O=C(NCCCN1CCOCC1)c1nn2c(C(F)(F)F)cc(-c3ccco3)nc2c1Cl
→ -2.5 | i
CCCn1nnc(NC(=O)c2cccnc2Cl)n1
→ -3.1 | i

Later entries:
Below each SMILES – OX1R antagonist | CHT PAM
C[C@H](CO)N1C[C@H](C)[C@@H](CN(C)C(=O)Nc2ccccc2)Oc2ccc(NC(=O)c3ccncc3)cc2C1=O
→ -0.6 | /
O=C(CCCCn1c(=O)c2ccccc2n(Cc2ccccc2F)c1=O)NC1CCN(Cc2ccccc2)CC1
→ -26.8 | i
O=C(COc1nc2ccccc2nc1N1CCOCC1)Nc1ccc(S(=O)(=O)N2CCCC2)cc1
→ 0.9 | i
CCC(=O)N1CCN(c2ccc(NC(=O)c3ccc4c(c3)OCO4)cc2)CC1
→ -9.6 | i
CC1=C(C#N)C(NC(=O)C2CC2)(C(F)(F)F)C(=O)N1 (stereo not given)
→ -11.7 | i
Cn1nc(-c2ccccc2)c2cc([N+](=O)[O-])ccc21
→ -15.9 | i
O=S1(=O)CCOC[C@H](c2ccccc2)N1Cc1cccc(Cl)c1
→ -18.7 | i
COc1ccc(Nc2c3c(nc4ccccc24)CCC3)c(OC)c1
→ -19.3 | i
CC(C)n1cnc2c(N(C)c3cccc(Cl)c3)nc(N(CCO)CCO)nc21
→ -39.3 | i
CN1CCN(C(=S)NC(=O)c2ccco2)CC1
→ -7.4 | i

Rewritten in markdown: 5 of the compounds above
| Compound | OX1R antagonist | CHT PAM |
| --- | --- | --- |
| O=C(COc1nc2ccccc2nc1N1CCOCC1)Nc1ccc(S(=O)(=O)N2CCCC2)cc1 | 0.9 | i |
| CCC(=O)N1CCN(c2ccc(NC(=O)c3ccc4c(c3)OCO4)cc2)CC1 | -9.6 | i |
| CC1=C(C#N)C(NC(=O)C2CC2)(C(F)(F)F)C(=O)N1 (stereo not given) | -11.7 | i |
| Cn1nc(-c2ccccc2)c2cc([N+](=O)[O-])ccc21 | -15.9 | i |
| O=S1(=O)CCOC[C@H](c2ccccc2)N1Cc1cccc(Cl)c1 | -18.7 | i |

Going on with the list:
Below each SMILES – OX1R antagonist | CHT PAM
C=CCn1c(=O)c(C(=O)NCCc2ccc(Cl)cc2)c(O)c2cc(OC)c(OC)cc21
→ -11.9 | i
CCOc1ccc(CCNC(=O)COC(=O)c2cc(S(=O)(=O)N3CCOCC3)ccc2F)cc1OCC
→ / | i
C[C@H](CO)N1C[C@H](C)[C@@H](CN(C)Cc2ccc3c(c2)OCO3)Oc2c(NC(=O)C3CCCCC3)cccc2C1=O
→ -3.8 | /
COCCn1c(SCC(=O)N(C)c2ccccc2)nc2c([nH]c3ccccc32)c1=O
→ -16.4 | i
O=C(c1cn(Cc2ccccc2)nc1-c1cccnc1)N1CCc2ccccc2C1
→ -23.2 | /
Cc1cc(NC(=O)CSc2nc3cc(C(=O)NCCCOC(C)C)ccc3c(=O)n2Cc2ccco2)no1
→ -22.8 | i
COc1ccc(NC(=O)c2cccc(S(=O)(=O)N(C)c3ccccc3)c2)cn1
→ 0.8 | i
O=C(OCc1c(-c2ccccc2)ncc2ccccc12)c1ccc(F)cc1
→ -35.9 | /
CCN1C(=O)c2cccc3c(Cl)ccc1c23
→ -9.5 | i
C=CCn1c(C)c(C(C)=O)cc(NC(=O)c2ccccc2)c1=O
→ -36.5 | i

The list continues.
Below each SMILES – OX1R antagonist | CHT PAM
COc1ccc2c(c1)[nH]c1c(=O)n(CCCn3ccnc3)cnc12
→ -12.0 | i
O=C(NNS(=O)(=O)c1ccc(Cl)cc1)c1cccs1
→ 4.0 | i
CC(CCc1ccccc1)NC(=O)C(=O)Nc1ccccc1 (stereo not given)
→ -10.6 | i
O=C1c2oc3ccccc3c(=O)c2C(c2cccnc2)N1CCCN1CCOCC1 (stereo not given)
→ -25.6 | i
COc1ccc(CNC(=O)CSc2n[nH]c(N)n2)cc1OC
→ -9.3 | i
COc1ccccc1NS(=O)(=O)c1ccc(C)c(C(=O)NNC(=O)c2csc(N3CCOCC3)n2)c1
→ -6.2 | /
COc1ccccc1C(C)NC(=O)C1CCN(S(=O)(=O)c2cccs2)CC1 (stereo not given)
→ -20.5 | /
CO/N=C\CC(=O)Nc1ccc(Cl)c(Cl)c1
→ -7.4 | i
O=C(COc1ccc(C(=S)N2CCCC2)cc1)Nc1ccc(F)cc1
→ -11.0 | i
COc1ccc(NC(=O)Cc2ccsc2)cc1S(=O)(=O)N1CCCCC1
→ -43.1 | /

Additional entries.
Below each SMILES – OX1R antagonist | CHT PAM
CN(C)S(=O)(=O)c1ccc(Cl)c(C(=O)Nc2cccc3ncccc23)c1
→ -13.2 | i
CC1(C)O[C@@H]2[C@H](O1)[C@@H](COS(=O)(=O)O)O[C@H]2n1cnc2c(N)ncnc21
→ -8.1 | /
Cc1cc(C)nc(NC2=NCCN2C(=S)Nc2ccc(C)c(C)c2)n1
→ -2.5 | i
CC1(C)S[C@@H]2[C@H](NC(=O)Cc3ccccc3)C(=O)N2[C@H]1C(=O)O
→ -36.2&-1.3 | i
CS(=O)(=O)N(CC(=O)Nc1ccc2c(c1)OCO2)c1ccccc1
→ 10.5 | i
CSCCC(=O)N1CC[C@@H](N2CCN(c3ccccc3F)CC2)[C@H](O)C1
→ -7.0 | i
Cc1cccc(N2CCN(C(=O)COc3ccc4c(c3)CCC4)CC2C)c1 (stereo not given)
→ -25.2 | /
COc1ccc(OC)c(CCNC(=O)c2cccc(NC(=O)C3=C(C)OCCS3)c2)c1
→ -10.0 | i
Cc1ccc(S(=O)(=O)N2[C@@H](c3ccc(C(C)(C)C)cc3)C(C(=O)O)=CC[C@H]2c2ccc3c(c2)OCO3)cc1
→ -28.4 | /
CN(C)CCCNC(=O)c1ccc(Cl)c(S(=O)(=O)N2CCCCCC2)c1
→ -10.5 | /

The list goes on.
Below each SMILES – OX1R antagonist | CHT PAM
COc1ccc(C2Nc3ccccc3C(=O)N2NC(C)=O)c(OC)c1 (stereo not given)
→ 4.3 | i
COC(=O)Cc1ccc(NC(=S)N2CCN(c3ccccn3)CC2)cc1
→ -9.8 | i
O=C(NC1CCc2ccccc21)c1cc(COc2cncc(Cl)c2)on1 (stereo not given)
→ -18.7 | i
CCOC(=O)Cc1csc(SCC(=O)c2c(N)n(CC(C)C)c(=O)n(C)c2=O)n1
→ 24.1 | i
O=C1CCN(Cc2ccc(O)cc2)CCN1CCO
→ -8.3 | i
Cc1ccc(C(C)(C)C)c(OCCCCN2CCCC2)c1
→ -16.0 | i
CC1=C(C(=O)Nc2cccc(C(=O)NCc3ccccc3C)c2)SCCO1
→ -0.5 | i
O=S(=O)(NCCN1CCOCC1)c1cccs1
→ -17.9 | i
Oc1cccc(C2c3[nH]c4ccccc4c3CCN2Cc2ccoc2)c1 (stereo not given)
→ -19.6 | i
CCOc1ccccc1C(=O)OCC(=O)Nc1cc(Cl)ccc1Oc1ccccc1
→ -27.4 | i

Further records.
Below each SMILES – OX1R antagonist | CHT PAM
C=CCOc1c(CNc2ncn[nH]2)cccc1OC
→ 1.5 | i
COc1ccccc1NC(=O)CCc1nnc2ccc(N3CCN(C)CC3)nn12
→ -7.4 | i
N#Cc1ccccc1COC(=O)c1ccc2c(c1)OCO2
→ 1.8 | /
CCCCc1ccc(-n2c(Cc3cccs3)n[nH]c2=S)cc1
→ -22.8 | i
Cc1cc(NC(=O)CSc2nnc(C3COc4ccccc4O3)n2C)no1 (stereo not given)
→ -16.6 | i
O=C(NCCc1c[nH]c2ccccc12)C(=O)Nc1cc2c3c(c1)CC(=O)N3CCC2
→ -11.5 | i
S=C(Nc1ccc(Cl)cc1)c1sc(N2CCCCC2)nc1N1CCOCC1
→ -21.6 | i
COc1ccc(CCNC(=O)c2cccc(NS(=O)(=O)c3ccccc3F)c2)cc1OC
→ -20.0 | i
C=C[C@H]1[C@H](OC2OC(CO)C(O)C(O)C2O)OC=C(C(=O)OC)[C@H]1C[C@H]1CC(=O)C[C@H](CC(=O)CCc2ccc(O)cc2)O1 (stereo not given in full)
→ -6.9 | i
Cn1c(CSCc2ccccc2)n[nH]c1=S
→ -6.0 | i

Continued, overlapping the part above by three compounds.
Below each SMILES – OX1R antagonist | CHT PAM
COc1ccc(CCNC(=O)c2cccc(NS(=O)(=O)c3ccccc3F)c2)cc1OC
→ -20.0 | i
C=C[C@H]1[C@H](OC2OC(CO)C(O)C(O)C2O)OC=C(C(=O)OC)[C@H]1C[C@H]1CC(=O)C[C@H](CC(=O)CCc2ccc(O)cc2)O1 (stereo not given in full)
→ -6.9 | i
Cn1c(CSCc2ccccc2)n[nH]c1=S
→ -6.0 | i
COc1cccc(N2CCN(C(=O)C3CCN(S(=O)(=O)c4ccc5c(c4)CC(C)N5C(C)=O)CC3)CC2)c1 (stereo not given)
→ -15.7 | i
CCOc1ccc(NC(=O)C(CC)NC(=O)c2ccccc2CO)cc1 (stereo not given)
→ -18.1 | i
COc1ccc(CN(C(=O)c2cc3ccccc3oc2=O)C2CCCC2)cc1
→ -29.4 | i
CCOC(=O)N1CCN(C(=O)c2ccc(Cl)c(NC(=O)c3cccs3)c2)CC1
→ -31.0 | /
CCCCCOP(=O)(c1ccccc1)c1ccccc1
→ -22.5 | i
O=C(c1ccc(COCC(F)(F)F)o1)N1CCCCCC1
→ -3.5 | i
O=C(Cc1ccccc1)N/N=C/c1ccccc1OCc1ccc(Cl)cc1
→ 4.3 | i
Cc1cc(C)nc(Nc2n[nH]c(COc3ccccc3)n2)n1
→ 6.2 | i
O=C(COc1ccccc1)N1CCc2ccccc21
→ -13.9 | i
CCOC(=O)c1nc(C)nc(Sc2n[nH]c(-c3ccc(C(C)(C)C)cc3)n2)c1C
→ -30.0 | i

Remaining list, next part
Below each SMILES – OX1R antagonist | CHT PAM
COc1ccc(S(=O)(=O)N2c3cc(C)ccc3OCC2C(C)(C)C)cc1 (stereo not given)
→ -1.5 | i
CN(C)S(=O)(=O)c1ccc(Cl)c(NC(=O)CN2CCc3ccccc3C2)c1
→ -12.1 | i
CCOc1ccc(-n2nc3ccc(NC(=O)c4ccc5c(c4)OCCO5)cc3n2)cc1
→ -15.5 | i
CN(C)CCN(C(=O)c1ccc(S(=O)(=O)N(C)CC2CCCO2)cc1)c1nc2cc3c(cc2s1)OCO3 (stereo not given)
→ -13.3 | i
O=C(/C=C/c1cccs1)c1ccc([N+](=O)[O-])cc1
→ -18.1 | i
CC1Cc2ccccc2N1S(=O)(=O)c1cnc[nH]1 (stereo not given)
→ -7.9 | i
C=CCn1c(SCC(=O)Nc2cccc(C(=O)OC)c2)nnc1C(C)NC(=O)c1cccs1 (stereo not given)
→ -18.3 | i
